RSV CPE inhibition: RSV antiviral activity via CPE protection, HEp-2 cells, primary 10 µM value included (AID 2391) | HEp-2 cells, RSV-induced CPE inhibition; higher % means a stronger effect | CPE inhibition, % at 10 µM; hits with a dose series show IC50 in µM | actives 0.13% (n = 310,000); in the data active = a potency from the dose series; note: strong numbers were not always called active
UTI89 phage lysis: inhibition of K1F phage lysis, E. coli UTI89, bacterial capsule biogenesis inhibitors, alamar blue (AID 488966); inhibition, % at 100 µM, or IC50 in µM where a hit was titrated; actives 0.02% (n = 340,000); E. coli UTI89 K1F phage lysis, alamar blue, 2 h; higher % means a stronger effect;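 active = phage lysis inhibition, versus mean bacterial control, above a set limit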;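 note: capsule biogenesis inhibitors block K1F phage lysis so surviving cells raise fluorescence; higher fluorescence means more inhibition of phage lysis; actives were called in the ten point dose series up to 300 µM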
NS5 inhibitors: Dengue-2 NS5 methyltransferase inhibitors, primary screen, biochemical, confirmation dose response (AID 588689); actives 0.3% (n = 340,000); one-dose inhibition, % at 25 µM; IC50 in µM for titrated hits; Dengue-2 NS5 methyltransferase capping enzyme assay, biochemical; higher % means a stronger effect; Genome polyprotein (Dengue virus type 2 (strain 16681-PDK53)); in the data active = a potency from the dose series
An asterisk follows results filed as active; [ ] = another dose, or the depositor's remark. This is a subset, so the mix of outcomes need not match the whole.

SMILES	RSV CPE inhibition	UTI89 phage lysis	NS5 inhibitors
COc1ccc(C2=CC(=O)C[C@H](c3ccc(OC)cc3)C2)cc1	1.9%	2.9%	-4%
Cc1ccc2c(c1)c1c(n2CCc2ccc(C)nc2)CCN(C)C1	-0.7%	4.0%	4%
O=S(=O)(c1ccc(SCCOc2ccccc2Cl)nc1)N1CCCC1	3.4%	-0.1%[50 µM]	-1%
CCOC(=O)C1=C(COC(=O)CCOc2cc(C)ccc2C)NC(=O)NC1C (centres undefined)	1.1%	0.3%[50 µM]	2%
CCOC(=O)[C@H]1[C@H]2COc3ccc(OC)cc3[C@@H]2N2C(=O)CN(Cc3ccc(Cl)cc3)C(=O)[C@@]12C	-1.3%	-1.3%	-1%
COc1ccc2sc(-c3ccccc3OC)c(C#CCCO)c2c1	-1.0%	1.2%	0%
Cc1nnc(SCC2=C(C(=O)O)N3C(=O)C(NC(=O)Cc4ccccc4)C3SC2)s1 (centres undefined)	2.2%	0.2%[50 µM]	-13%
O=C(NCCC(=O)N(Cc1ccco1)Cc1cccs1)c1ccc(Br)cc1	0.5%	0.1%[50 µM]	-5%
Cc1cc(C)n2c(SCC(=O)Nc3ccccc3C#N)nnc2n1	4.5%	0.6%[50 µM]	2%
CCC1CCCCN1C(=O)CSc1nnc2nc(C)cc(C)n12 (centres undefined)	1.5%	0.4%[50 µM]	-9%
CC(C)CC1NC(=O)N(CC(=O)Nc2ccc3c(c2)OCCO3)C1=O (centres undefined)	-0.4%	0.6%[50 µM]	-3%
CCOC(=O)Cc1csc(SCC(=O)Nc2ccc3[nH]c(=O)[nH]c3c2)n1	0.0%	1.5%[50 µM]	-3%
O=C(Nc1ccc(F)cc1)C1CCN(C(=O)c2ccc(F)cc2)CC1	1.4%	-0.6%	-2%
Cc1nnc(SCC(=O)Nc2cc(S(=O)(=O)N3CCCC3)ccc2Cl)n1C1CC1	0.2%	0.7%[50 µM]	-13%
O=C(OCC(=O)N1CCCCCC1)c1cnc(Cl)c(Cl)c1	-0.6%	0.6%[50 µM]	1%
NC(=O)CSc1ccc(S(=O)(=O)N2CCOCC2)cn1	1.6%	1.1%[50 µM]	8%
Cc1csc(SCC(=O)Nc2cc([N+](=O)[O-])ccc2F)n1	0.6%	0.9%[50 µM]	4%
O=C(COC(=O)C1(c2ccc(F)cc2)CCCC1)N1CCNC1=O	1.0%	0.4%[50 µM]	6%
O=C(NCCCN1CCCC1=O)c1cccc(S(=O)(=O)Nc2ccccc2Cl)c1	1.1%	-0.1%[50 µM]	-4%
CCOC(=O)C1CCN(C(=O)C(CCSC)NC(=O)COc2ccccc2)CC1 (centres undefined)	0.6%	0.5%[50 µM]	7%
Cc1cc(C)c(NC(=O)CNC(=O)[C@@H]2CCCN2C(=O)c2cccs2)c(C)c1	-0.2%	0.9%[50 µM]	-11%
COc1ccc(C2=NN(C(=O)CSc3nnnn3C)C(c3ccco3)C2)cc1 (centres undefined)	0.3%	0.3%[50 µM]	-16%
O=[N+]([O-])c1cccc(CP(=O)(c2ccccc2)c2ccccc2)c1	2.1%	1.3%[50 µM]	-1%
CCC1(CC)NC(=O)N(CC(=O)OCc2nc3cc(C(=O)OC)ccc3c(=O)[nH]2)C1=O	0.7%	0.5%[50 µM]	3%
CCN(c1ccccc1)S(=O)(=O)c1ccc(C(=O)Nc2cccc(C)n2)cc1	2.6%	0.3%[50 µM]	-10%

More structures:
SMILES	RSV CPE inhibition	UTI89 phage lysis	NS5 inhibitors
N#Cc1ccccc1S(=O)(=O)N1CCN(C(=O)CN2CCCSc3ccccc32)CC1	0.8%	0.8%[50 µM]	-10%
COc1ccc(Cl)cc1NC(=O)CN(C)C(=O)CCCNC(=O)c1ccc(Cl)cc1	1.5%	0.7%[50 µM]	-9%
Cc1cccc(N2CC(C(=O)NCc3ccco3)CC2=O)c1C (centres undefined)	-0.7%	0.5%[50 µM]	-9%
CC1CCC(NC(=O)CN(C)CC(=O)Nc2ccc(F)cc2)CC1 (centres undefined)	0.9%	-0.2%[50 µM]	8%
COc1ccc(Cl)cc1NC(=O)CN(C)C(=O)CCSc1ccc(C)cc1	2.0%	-0.4%[50 µM]	-1%
CC(NC(=O)c1ccco1)C(=O)N1CCN(c2cccc(C(F)(F)F)c2)CC1 (centres undefined)	0.5%	0.1%[50 µM]	-1%
COc1cccc(N2CCN(C(=O)c3cc4c(s3)CCCCC4)CC2)c1	0.7%	1.3%[50 µM]	-9%
Cc1noc(C)c1C(=O)N(CC(=O)Nc1ccccc1Br)Cc1ccco1	1.0%	1.0%[50 µM]	1%
O=S(=O)(Nc1ccc2c(c1)OCO2)c1ccc(Cl)cc1F	1.6%	0.1%[50 µM]	-5%
Cc1cc(C(=O)CN2C(=O)C(=O)N(Cc3ccccc3)C2=O)c(C)n1Cc1ccc(F)cc1	1.4%	0.2%[50 µM]	3%
CCCn1nc(C(=O)Nc2ccc3c(c2)OCO3)c2ccccc2c1=O	2.0%	0.6%[50 µM]	-6%
CC(OC(=O)c1c[nH]c2ccccc12)C(=O)N1CCCC1 (centres undefined)	3.0%	3.1%	-4%
Cc1ccc(S(=O)(=O)N2CCCCC2)cc1NC(=O)C1=NN(c2ccccc2)C(=O)CC1	2.2%	0.2%[50 µM]	15%
CC1CC(C)CN(CC(=O)NNC(=O)COc2ccc(Cl)cc2)C1 (centres undefined)	0.2%	0.5%[50 µM]	-3%
CCN(CC(=O)Nc1c(F)cccc1F)C(=O)Cn1c(=O)cnc2ccccc21	0.9%	1.0%[50 µM]	11%
CCOC(=O)c1c(NC(=O)COC(=O)c2ccccn2)sc(C)c1C	4.1%	0.9%[50 µM]	-2%
CCOc1ccc(NC(=O)CN(C)C(=O)CCN2C(=O)C3CC=CCC3C2=O)cc1OCC (centres undefined)	2.8%	0.6%[50 µM]	0%
O=C(Cc1ccccc1F)Nc1cc(S(=O)(=O)N2CCOCC2)ccc1N1CCOCC1	2.4%	0.2%[50 µM]	0%
N#Cc1ccccc1S(=O)(=O)N1CCN(C(=O)[C@@H]2CCCN2C(=O)c2cccs2)CC1	0.9%	0.7%[50 µM]	7%
CCOc1ccc(NC(=O)CN(C)C(=O)c2cc(C)nc3ccccc23)cc1OCC	3.3%	-0.1%[50 µM]	-11%
Cc1ccc(NC(=O)CCN2C(=O)C3CC=CCC3C2=O)cc1Cl (centres undefined)	1.8%	1.0%[50 µM]	-1%
Cc1ccc(S(=O)(=O)N2CCCC2)cc1C(=O)NCc1ccccc1CN1CCCC1	0.0%	0.5%[50 µM]	-10%
Cc1nn(-c2ccccc2)c(C)c1C(=O)OCC(=O)Nc1ccccc1C(F)(F)F	2.6%	0.2%[50 µM]	4%
CCN(CC(=O)Nc1cc(Cl)ccc1C)C(=O)C1CC1	0.2%	0.9%[50 µM]	-8%
O=[N+]([O-])c1ccc(-c2c(-c3ccccc3)ncc3ccc(F)cc23)cc1	0.3%	-0.2%	-6%

Nothing new here: 12 of the compounds above.
SMILES	RSV CPE inhibition	UTI89 phage lysis	NS5 inhibitors
Cc1ccc(S(=O)(=O)N2CCCCC2)cc1NC(=O)C1=NN(c2ccccc2)C(=O)CC1	2.2%	0.2%[50 µM]	15%
CC1CC(C)CN(CC(=O)NNC(=O)COc2ccc(Cl)cc2)C1 (centres undefined)	0.2%	0.5%[50 µM]	-3%
CCN(CC(=O)Nc1c(F)cccc1F)C(=O)Cn1c(=O)cnc2ccccc21	0.9%	1.0%[50 µM]	11%
CCOC(=O)c1c(NC(=O)COC(=O)c2ccccn2)sc(C)c1C	4.1%	0.9%[50 µM]	-2%
CCOc1ccc(NC(=O)CN(C)C(=O)CCN2C(=O)C3CC=CCC3C2=O)cc1OCC (centres undefined)	2.8%	0.6%[50 µM]	0%
O=C(Cc1ccccc1F)Nc1cc(S(=O)(=O)N2CCOCC2)ccc1N1CCOCC1	2.4%	0.2%[50 µM]	0%
N#Cc1ccccc1S(=O)(=O)N1CCN(C(=O)[C@@H]2CCCN2C(=O)c2cccs2)CC1	0.9%	0.7%[50 µM]	7%
CCOc1ccc(NC(=O)CN(C)C(=O)c2cc(C)nc3ccccc23)cc1OCC	3.3%	-0.1%[50 µM]	-11%
Cc1ccc(NC(=O)CCN2C(=O)C3CC=CCC3C2=O)cc1Cl (centres undefined)	1.8%	1.0%[50 µM]	-1%
Cc1ccc(S(=O)(=O)N2CCCC2)cc1C(=O)NCc1ccccc1CN1CCCC1	0.0%	0.5%[50 µM]	-10%
Cc1nn(-c2ccccc2)c(C)c1C(=O)OCC(=O)Nc1ccccc1C(F)(F)F	2.6%	0.2%[50 µM]	4%
CCN(CC(=O)Nc1cc(Cl)ccc1C)C(=O)C1CC1	0.2%	0.9%[50 µM]	-8%

Going on with the list.
SMILES	RSV CPE inhibition	UTI89 phage lysis	NS5 inhibitors
NC(=O)c1cc[n+](CC(=O)NC(=O)Nc2ccccc2)cc1	1.1%	0.7%[50 µM]	-6%
COc1ccc(C)cc1NC(=O)CO/N=C(\N)CC(=O)Nc1ccccc1OC	3.5%	0.6%[50 µM]	-10%
COc1ccccc1-c1nn(-c2ccccc2)cc1C(=O)NC1CC1	0.2%	0.6%[50 µM]	-8%
O=C1OC(=O)c2cc([N+](=O)[O-])ccc21	-0.4%	-1.8%	-3%
O=C(CCN=C1NS(=O)(=O)c2ccccc21)Nc1ccc(Cl)cc1F	1.0%	0.1%[50 µM]	1%
CC(C)(C)c1ccc(NC(=O)CN2C(=O)NC(C)(C3CC3)C2=O)cc1 (centres undefined)	0.8%	0.0%[50 µM]	3%
Cc1cccc2c(N=NC(=O)c3ccc(NS(=O)(=O)c4cccs4)cc3)c(O)[nH]c12	-2.3%	0.0%[50 µM]	-8%
CCCN(C(=O)c1nc2nccc(C)n2n1)c1c(N)n(Cc2ccccc2)c(=O)[nH]c1=O	-0.2%	-0.1%[50 µM]	-6%
O=C(COC(=O)c1c[nH]c2ccccc12)NC1CCCC1	3.4%	1.0%[50 µM]	2%
CCOc1ccc(CN(C)C(=O)c2ccc3c(c2)NC(=O)C(C)S3)cc1OC (centres undefined)	-0.5%	0.6%[50 µM]	-11%
O=C(COC(=O)c1ccccc1O)Nc1cc(S(=O)(=O)N2CCCCCC2)ccc1Cl	0.2%	-0.8%	-1%
CCOc1ccccc1C(=O)OCC(=O)NCCc1ccc(OC)cc1	3.3%	1.6%[50 µM]	1%
O=C1c2ccccc2C(=O)N1CCCCCCc1ccccc1	0.2%	-0.2%	2%
CC(NC(=O)c1cccc(S(=O)(=O)N2CCc3ccccc3C2)c1)c1ccco1 (centres undefined)	-0.5%	0.8%[50 µM]	-2%
CN(C)S(=O)(=O)c1ccc(Cl)c(C(=O)OCC(=O)NNC(=O)c2cccs2)c1	3.9%	0.8%[50 µM]	-3%
COc1ccc(Cl)cc1NC(=O)CN(C)C(=O)c1cc(C)oc1C	1.6%	0.1%[50 µM]	3%
Cc1ccc(S(=O)(=O)N2CCCCC2)cc1NC(=O)CCN1C(=O)C2CC=CCC2C1=O (centres undefined)	0.0%	0.3%[50 µM]	8%
CCC(NC(=O)CCC(=O)N1CCN(S(=O)(=O)c2ccc(C)cc2)CC1)c1ccc(C)cc1 (centres undefined)	0.6%	0.3%[50 µM]	-2%
CCCCCCCC1c2c(c(C)c(C)oc2=O)Oc2c(C)c(C)oc(=O)c21	1.1%	-0.1%	-1%
CCOC(=O)C1CCCN(C(=O)c2ccc(C(=O)c3ccccc3)cc2)C1 (centres undefined)	0.6%	0.5%[50 µM]	-4%
N#Cc1ccccc1OCC(=O)OCC(=O)NC1CCS(=O)(=O)C1 (centres undefined)	0.9%	0.6%[50 µM]	-6%
NC(=O)c1ccc(-c2c(-c3ccccc3)sc3ccccc23)cc1	0.7%	2.8%	-4%
Cc1cc(Cl)ccc1NC(=O)COC(=O)CCNS(=O)(=O)c1ccccc1	0.2%	0.7%[50 µM]	0%
CC1CCC(NC(=O)c2cc3ccccc3cc2O)CC1 (centres undefined)	4.9%	0.7%[50 µM]	-5%
Cc1ccc(C(=O)OCC(=O)c2c(N)n(C)c(=O)n(C)c2=O)cc1S(=O)(=O)N1CCOCC1	2.0%	0.2%[50 µM]	-3%

Continuation:
SMILES	RSV CPE inhibition	UTI89 phage lysis	NS5 inhibitors
C=CCn1c(SCC(=O)N(CC)C2CCS(=O)(=O)C2)nnc1-c1ccccc1 (centres undefined)	0.9%	0.4%[50 µM]	-5%
O=C(CCS(=O)(=O)c1ccc(F)cc1)Nc1ccc(N2CCN(Cc3ccccc3)CC2)cc1	0.3%	2.2%[50 µM]	-4%
CC(Sc1n[nH]c(N)n1)C(=O)Nc1cccc2ccccc12 (centres undefined)	1.5%	0.5%[50 µM]	-18%
CCCCCC(=O)Nc1cccc(S(=O)(=O)NC2=NCCCCC2)c1	0.5%	0.5%[50 µM]	-1%
COc1ccc(NC(=O)COC(=O)CCC(=O)c2cccs2)cc1OC	0.7%	1.7%	-7%
Cc1ccc(S(=O)(=O)CCC(=O)OCC(=O)NCCc2ccc(S(N)(=O)=O)cc2)cc1	-0.6%	0.2%[50 µM]	-4%
O=C(NCc1ccccc1Cl)C1=CC=CN2CCS(=O)(=O)N=C12	1.1%	1.0%[50 µM]	3%
COc1ccc(N2CCN(C(=O)CSc3nc4nc(C)cc(C)n4n3)CC2)cc1	1.4%	-0.1%	1%

Assay outcomes from PubChem BioAssay.
